From PubChem BioAssay
MrgX1 allo act – human MrgX1 positive allosteric modulation, primary screen; Q96LB2; MrgX1-HEK293, Fluo-4 calcium flux, FDSS; hits give high values; B-score at 10 µM; actives 0.63% (n = 310,000); AID 588675;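 active means plate-corrected calcium response at least 3 library SD above typical, normal starting fluorescence, not activating the receptor alone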;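 further: compound read alongside a low EC10 to EC30 dose of BAM8-22 agonist; peak minus trough fluorescence over baseline measured at the second addition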
TRPC4 block – blocks the mouse TRPC4 cation channel; HEK293 TRPC4beta/mu-opioid, DAMGO-evoked Fluo4 calcium flux; hits give low values; B-score at 10 µM; actives 0.39% (n = 300,000);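 active means B-score over 3 SD under the library average, no early fluorescence shift, positive overall ratio signal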
Target sequence (Q9QUQ5 whole entry, looked up): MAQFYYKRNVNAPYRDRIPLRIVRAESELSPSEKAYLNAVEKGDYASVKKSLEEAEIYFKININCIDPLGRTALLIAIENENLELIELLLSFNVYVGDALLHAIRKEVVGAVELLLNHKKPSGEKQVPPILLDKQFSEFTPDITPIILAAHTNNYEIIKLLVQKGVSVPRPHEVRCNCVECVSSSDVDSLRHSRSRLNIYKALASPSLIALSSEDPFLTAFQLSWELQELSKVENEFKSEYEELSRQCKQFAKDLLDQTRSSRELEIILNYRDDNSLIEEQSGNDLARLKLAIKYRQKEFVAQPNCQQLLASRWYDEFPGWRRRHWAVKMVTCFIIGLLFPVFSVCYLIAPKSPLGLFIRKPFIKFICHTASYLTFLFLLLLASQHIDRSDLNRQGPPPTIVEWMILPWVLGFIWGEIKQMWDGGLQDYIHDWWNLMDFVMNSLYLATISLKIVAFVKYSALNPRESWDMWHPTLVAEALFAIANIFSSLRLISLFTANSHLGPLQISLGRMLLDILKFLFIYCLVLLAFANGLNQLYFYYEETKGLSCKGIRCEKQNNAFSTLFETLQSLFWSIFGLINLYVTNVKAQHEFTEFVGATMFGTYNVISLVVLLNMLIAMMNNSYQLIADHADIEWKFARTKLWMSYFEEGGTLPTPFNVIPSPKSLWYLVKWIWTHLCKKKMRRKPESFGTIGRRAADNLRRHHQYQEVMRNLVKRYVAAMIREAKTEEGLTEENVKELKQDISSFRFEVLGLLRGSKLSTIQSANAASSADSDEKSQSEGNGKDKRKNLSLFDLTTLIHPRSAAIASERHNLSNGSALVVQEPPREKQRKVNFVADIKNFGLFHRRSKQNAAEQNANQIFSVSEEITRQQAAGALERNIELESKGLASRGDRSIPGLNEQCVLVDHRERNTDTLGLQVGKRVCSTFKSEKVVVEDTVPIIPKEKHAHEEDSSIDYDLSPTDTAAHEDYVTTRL
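Assay system: TRPC4beta/mu-opioid receptor HEK293 cell line; compound dosing: single concentration per test compound; detection: Fluo4 Ca2+ flux fluorescence; evaluation: per-well B score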
MrgX1 ag – activates human MrgX1 receptor signaling | B-score at 10 µM | actives 0.44% (n = 310,000) | Q96LB2 | MrgX1-HEK293 cells, Fluo-4 calcium fluorescence, agonist mode; hits give high values;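 active means calcium response B-score plate-corrected fluorescence ratio at least 3 library SD, with starting fluorescence B-score inside 5 SD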
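Assay system: stable human MrgX1 HEK293 cell line. Quantity: 15,000 cells per well. Schedule: cells plated overnight, dye loaded 0.5 h 37 °C, 0.5 h room temperature. Detection: Fluo-4 NW calcium-flux fluorescence, kinetic read. Read-out basis: peak-minus-minimum fluorescence over baseline, converted to B scores. Control set: positive and negative control wells on each plate.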
AI-2 QS mod – modulators of Vibrio harveyi AI-2 quorum sensing system; Vibrio harveyi JMH597 AI-2 luminescence/OD600 ratio, 9 h; hits give low values; strain lacks LuxN and CqsS sensors; 0 = neutral-control median; activity change, % at 7.5 µM; actives 0.4% (n = 300,000); in the data active means activity change below about -75%, passing the limit was not always enough; inconclusive means no clear call, values can overlap the other calls;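 further: luminescence divided by OD600 gain over 9 h not by final OD600 alone; inactives centre near 13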
PolyA inh – yeast polyadenylation inhibition | S. cerevisiae SKY197-pL101 polyadenylation reporter, beta-gal luminescence; efflux-impaired pdr1/pdr3 knockout yeast; score 100 = 6 SD above DMSO | calls only at 12 µM | actives 0.02% (n = 300,000) | AID 1875;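 active means lowest replicate activity score at least 50, where 100 means six control SD above control mean; inconclusive means lowest score under 50 but half or more replicates reach 50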;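 further: yeast exposed to compound for 9 h at 30 °C; higher score means more reporter readthrough which indicates perturbed polyadenylation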
TRPC4 potent – allosteric potentiators of mouse TRPC4 channel; HEK293 TRPC4beta/mu-opioid, DAMGO EC20, Fluo-4 Ca2+ flux; hits give high values; B-score at 10 µM; Q9QUQ5; actives 0.42% (n = 310,000);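 active means B-score of calcium response area above 5 SD of library B-scores, with initial fluorescence ratio within 5 SD of library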;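 further: B-score of integrated fluorescence ratio over time as area under calcium response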
TRPC4 act – opens the mouse TRPC4 cation channel. HEK293 TRPC4beta/mu-opioid, Fluo4 calcium fluorescence; hits give high values. AID 2237. B-score at 10 µM. actives 0.49% (n = 310,000);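 active means B-score above 5 SD of library B-scores, and initial fluorescence ratio not above library mean plus 5 SD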;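 further: positive B-score marks a calcium rise read as TRPC4 activation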
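Material: TRPC4beta and mu-opioid receptor HEK293 stable cells | Incubation: 45 min room-temperature Fluo4 loading, 110 s read | Detection: Kinetic Fluo4 calcium fluorescence | Measure: Integrated baseline-normalised fluorescence ratio, converted to per-well B score | Benchmarks: Low control buffer alone, high control maximal DAMGO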
TRPC6 inh – inhibitors of mouse TRPC6 channel; HEK293-TRPC6, membrane potential dye, ACh-evoked depolarization; hits give low values; B-score at 10 µM; actives 1.1% (n = 310,000); AID 2553;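 active means B-score under library mean minus 3 SD, initial fluorescence not abnormally high, positive integrated signal ratio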;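 further: B-score derived from integrated fluorescence ratio over the kinetic read; more negative B-score means stronger inhibition of depolarization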
MrgX1 antag – antagonists of human MrgX1 receptor | MRGX1-HEK293 calcium flux, Fluo-4, BAM8-22 antagonism; hits give low values | B-score at 10 µM | actives 1.3% (n = 310,000) | AID 588676;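 active means calcium-response B-score plate-corrected more than 3 library SD below zero, starting fluorescence within 5 deviations, no agonist response on first addition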;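 further: peak minus trough fluorescence over baseline after final BAM8-22 challenge near maximal dose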
TRPC6 act – activates the mouse TRPC6 cation channel. Q61143. HEK293-TRPC6 membrane potential dye fluorescence; hits give high values. B-score at 10 µM. actives 0.13% (n = 310,000);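 active means B-score of the integrated fluorescence ratio above library mean plus 3 SD, and starting fluorescence ratio within library mean plus 5 SD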;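 further: higher score means more depolarization so channel activation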
HIF activator – HIF pathway transcriptional activation | U2OS HRE-luciferase reporter, luminescence; normalized: DMSO 0%, desferrioxamine 100% | activation, % at 7.5 µM (by protocol) | actives 0.32% (n = 300,000);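 active means mean activation of at least 10% of the iron chelator positive control signal, with at least half of replicates also reaching 10%; inconclusive means mean and replicate majority disagree about reaching 10%; inactive means mean and most replicates under 10%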
The depositor's hits bear a star; i = inactive; ? = inconclusive; / = no result given. The list is partial; rates above refer to the full screens.

SMILES,MrgX1 allo act,TRPC4 block,MrgX1 ag,AI-2 QS mod,PolyA inh,TRPC4 potent,TRPC4 act,TRPC6 inh,MrgX1 antag,TRPC6 act,HIF activator
Cn1nc(N)c2c(-c3ccccc3)c(C#N)c(N)nc21,i,i,i,9,i,i,i,i,i,i,0.2
CCN(CC)CCN(C(=O)c1ccc(CN2CCCCC2)o1)C(C(=O)NC1CCCCC1)c1ccc(F)cc1 (stereo not given),i,i,i,21,i,i,i,i,i,i,0.0
COc1ccc(OCC(=O)NCCC2=CCCCC2)c([N+](=O)[O-])c1,i,i,i,2,i,i,i,i,i,i,-0.8
COc1cc(NC(=O)c2ccccc2-c2ccccc2)cc(OC)c1OC,i,i,i,19,i,i,i,i,i,i,-0.4
O=C(NCC(c1ccco1)N1CCCCC1)c1ccc(NS(=O)(=O)c2ccc(F)cc2)cc1 (stereo not given),i,i,i,6,i,i,i,i,i,i,0.3
Cc1snnc1C(=O)NC(=S)Nc1ccccc1,i,i,i,0,i,i,i,i,i,i,0.4
O=C1C=C(Nc2ccc(Cl)cc2Cl)CC(c2ccco2)C1 (stereo not given),i,i,i,7,i,i,i,i,i,i,1.5
O=C1CCC(C(=O)N2CCCCCC2)CN1Cc1cccc(C(F)(F)F)c1 (stereo not given),i,i,i,6,i,i,i,i,i,i,0.0
COC(=O)c1ccc(C)c(NC(=O)CN(c2ccc3c(c2)OCO3)S(C)(=O)=O)c1,i,i,i,-4,i,i,i,i,i,i,0.1
COc1ccc(NC(=O)NCc2ccccn2)cc1,i,i,i,-2,i,i,i,i,i,i,0.2
CC(=O)NC(C)c1nc2ccccc2n1Cc1ccccc1F (stereo not given),i,i,i,32,i,i,i,i,i,i,-0.8
COC(=O)C(O)(NC(=O)NC(C)=O)C(F)(F)F (stereo not given),i,i,i,35,i,i,i,i,i,i,-0.4
COc1cccc(/C=C2\N=C(C3CCCCC3)OC2=O)c1OC,i,i,i,16,i,i,i,i,i,i,-1.0
O=C1CSc2ccccc2N1Cc1ccc(F)cc1,i,i,i,8,i,i,i,i,i,i,0.2
CC(=O)OC1C(OC(C)=O)N(C(C)=O)C(=O)N1C(C)=O (stereo not given),i,i,i,24,i,i,i,i,i,i,-0.3

(continued)
SMILES,MrgX1 allo act,TRPC4 block,MrgX1 ag,AI-2 QS mod,PolyA inh,TRPC4 potent,TRPC4 act,TRPC6 inh,MrgX1 antag,TRPC6 act,HIF activator
CCN1CCN(c2cc(C)c3cc(NC(=S)N4CCN(c5ccccc5F)CC4)ccc3n2)CC1,i,i,i,8,i,i,i,i,i,i,-2.4
CCOc1ccc(NC(=O)CC(Cc2ccc(Cl)cc2)C(=O)O)cc1 (stereo not given),i,i,i,-21,i,i,i,i,i,i,1.3
COc1ccc(-n2nc(C(=O)NCC(=O)NCCN(C)C)c3ccccc3c2=O)c(OC)c1,i,i,i,12,i,i,i,i,i,i,0.6
O=C(c1ccccc1OCc1ccccc1Br)N1CCN(c2ncccn2)CC1,i,i,i,31,i,i,i,i,i,i,-0.4
CC1(C)Cc2c(c(=S)nc(-c3ccccc3)n2Cc2cccnc2)CO1,i,i,i,34,i,i,i,i,i,i,/
O=C(NC1CCCC1)C1CCN(C(=O)c2ccc(Cl)cc2Cl)CC1,i,i,i,15,i,i,i,i,i,i,0.3
CCc1ccccc1Nc1nc2ccccc2n1CC,i,i,i,7,i,i,i,i,i,i,0.2
COc1cc(CN2CCNC(=O)C2CC(=O)NCCc2ncccc2C)cc(OC)c1 (stereo not given),i,i,i,2,i,i,i,i,i,i,0.1
COC(=O)Cn1c2ccc(C)cc2c2nc3ccccc3nc21,/,i,/,12,i,i,i,i,/,i,1.0
COc1ccc2c(c1)Cc1sc(NC(=O)c3ccccc3)nc1-2,i,i,i,-8,i,i,i,i,i,i,2.4
COc1cccc(N2C(=O)C(CC(=O)Nc3ccc(F)cc3)N(C3CCCCC3)C2=O)c1 (stereo not given),i,i,i,20,i,i,i,i,i,i,-0.2
NC(=O)CC(NC(=O)Cc1ccc(Br)cc1)c1ccc(N2CCCCCCC2)c([N+](=O)[O-])c1 (stereo not given),i,i,i,21,i,i,i,i,i,i,1.9
COc1ccccc1C(=O)N/C(=C\c1cn(C)c2ccccc12)C(=O)N1CCOCC1,i,i,i,10,i,i,i,i,i,i,-0.2
COc1ccccc1CCNC(=O)CSc1nc(-c2ccco2)cc(C(F)(F)F)n1,i,i,i,6,i,i,i,i,i,i,-0.3
COc1ccc(C(=O)Nc2ccc(-c3cn4ccsc4n3)cc2)cc1S(=O)(=O)N1CCOCC1,i,i,i,14,i,i,i,i,i,i,0.3

2 of the compounds above, with each value named:
mol: O=C(NC1CCCC1)C1CCN(C(=O)c2ccc(Cl)cc2Cl)CC1
  MrgX1 allo act = i; TRPC4 block = i; MrgX1 ag = i; AI-2 QS mod = 15; PolyA inh = i; TRPC4 potent = i; TRPC4 act = i; TRPC6 inh = i; MrgX1 antag = i; TRPC6 act = i; HIF activator = 0.3
mol: NC(=O)CC(NC(=O)Cc1ccc(Br)cc1)c1ccc(N2CCCCCCC2)c([N+](=O)[O-])c1 (stereo not given)
  MrgX1 allo act = i; TRPC4 block = i; MrgX1 ag = i; AI-2 QS mod = 21; PolyA inh = i; TRPC4 potent = i; TRPC4 act = i; TRPC6 inh = i; MrgX1 antag = i; TRPC6 act = i; HIF activator = 1.9

Continuation.
SMILES,MrgX1 allo act,TRPC4 block,MrgX1 ag,AI-2 QS mod,PolyA inh,TRPC4 potent,TRPC4 act,TRPC6 inh,MrgX1 antag,TRPC6 act,HIF activator
O=C(COc1ccc(Br)cc1)Nc1ccncc1,i,i,i,10,i,i,i,i,i,i,-0.3
CC1(NC(=O)NCc2ccccc2)CCS(=O)(=O)C1 (stereo not given),i,i,i,19,i,i,i,i,i,i,0.0
COc1ccc2nc(C)cc(Nc3ccccc3O)c2c1,i,i,i,15,i,i,i,i,i,i,-1.5
CCN(CC)c1ccc(/C=C(/C#N)C(=O)NCc2ccccc2)o1,7*,i,i,5,i,i,i,i,i,19*,0.1
O=C1N(Cc2ccc(F)cc2)CCN1c1ccc(F)cc1,i,i,i,?,i,i,i,i,i,i,3.6
COC(=O)COc1ccc2c(-c3ccc(OC)cc3)cc(=O)oc2c1,i,i,i,15,i,i,i,i,i,i,0.3
Cc1cccc([C@@H]2[C@@H]3C(=O)N(Cc4ccccc4)C(=O)[C@@H]3[C@]3(CC(C)C)C(=O)N(c4cccc(F)c4)C(=O)N23)c1,i,i,i,14,i,i,i,i,i,i,-0.3
Cc1cc2oc(C(=O)Nc3ccc(S(=O)(=O)Nc4nccs4)cc3)cc(=O)c2cc1Cl,i,i,i,25,i,i,i,i,i,i,-0.4
Cc1cc(=O)n2nc(N3CCCC3C(=O)NCc3ccccn3)sc2n1 (stereo not given),i,i,i,5,i,i,i,i,i,i,-0.6
CS(=O)(=O)c1ccccc1-c1nnc(NC(=O)c2ccc(S(=O)(=O)N3CCCC3)cc2)o1,i,i,i,18,i,i,i,i,i,i,-0.4
Cc1ccc(C(=O)N(CC(=O)NC2CCCC2)Cc2cccs2)s1,i,i,i,19,i,i,i,i,i,i,-0.8
COc1ccccc1NS(=O)(=O)c1ccc(OC)c(OC)c1,i,i,i,5,i,i,i,i,i,i,-0.8
CC(=O)Nc1ccc(NC(=O)CSc2nccn2Cc2ccc(Cl)cc2)cc1,i,i,i,-1,i,i,i,i,i,i,-0.1
COc1ccc(C2c3[nH]c4ccccc4c3CCN2Cc2ccoc2)c(F)c1 (stereo not given),i,i,i,14,i,i,i,i,i,i,0.0
CCc1ccc(CN2CCC(n3nccc3NC(=O)c3ccccc3C)CC2)cc1,i,i,i,23,i,i,i,i,i,i,-11

(more compounds)
SMILES,MrgX1 allo act,TRPC4 block,MrgX1 ag,AI-2 QS mod,PolyA inh,TRPC4 potent,TRPC4 act,TRPC6 inh,MrgX1 antag,TRPC6 act,HIF activator
C/C(=N\OCC(=O)Nc1ccc(Br)cc1)c1cccs1,i,i,i,14,i,i,i,i,i,i,-0.6
Cc1nc2sccn2c(=O)c1S(=O)(=O)Nc1ccc(N2CCOCC2)c(Cl)c1,i,i,i,9,i,i,i,i,i,i,0.4
c1ccc(Cn2nnc(CNc3ccccc3)c2-c2c(CNc3ccccc3)nnn2Cc2ccccc2)cc1,i,i,i,-9,i,i,i,i,i,i,-0.8
CCCCc1cc(=O)oc2cc(O)ccc12,i,i,i,6,i,i,i,i,i,i,0.1
Cc1cccc(N(C(=O)c2snc(C(N)=O)c2N)C(C(=O)NCC2CCCO2)c2ccc(N(C)C)cc2)c1 (stereo not given),i,i,i,6,i,i,i,i,i,i,0.1
COc1ccc(/C=C/C(=O)OCC(=O)Nc2cc3oc4ccccc4c3cc2OC)cc1,i,i,i,2,i,i,i,i,i,i,-2.0
C=CCn1c(=O)c2c(nc3n2CCCN3CCc2ccc(OC)c(OC)c2)n(C)c1=O,i,i,i,18,i,i,i,i,i,i,-0.3
CCC1(c2ccccc2)NC(=O)N(CC(=O)Nc2ccc(S(N)(=O)=O)cc2)C1=O (stereo not given),i,i,i,6,i,i,i,i,i,i,-0.1
N#Cc1ccc(COC(=O)CSc2nnc(C3CCCCC3)n2N)cc1,i,i,i,20,i,i,i,i,i,i,0.2
Cc1ccccc1C(C(=O)NCc1ccco1)N(CC1CCCO1)C(=O)Cn1nnc2ccccc21 (stereo not given),i,i,i,21,i,i,i,i,i,i,0.1
Cc1cccc(N(C)S(=O)(=O)c2nnc(NC(=O)c3ccco3)s2)c1,i,i,i,30,i,i,i,i,i,i,0.5
O=C(OCC(=O)N1CCCCCC1)c1cccs1,i,i,i,23,i,i,i,i,i,i,1.6
O=C(O)CC1(CC(=O)Nc2ccc(F)c(Cl)c2)CCCCC1,i,i,i,10,i,i,i,i,i,i,0.0
Nc1ccc2c(c1)COC2=O,i,i,i,33,i,i,i,i,i,i,0.5
CCN(CC)S(=O)(=O)c1cc(C(=O)OCC(=O)Nc2ccc(-c3nc4ccc(C)cc4s3)cc2)ccc1F,i,i,i,40,i,i,i,i,i,i,-1.2
